FH mod: Identification of activators of human fumarate hydratase by quantitative high-throughput screening. Fumarate hydratase, mitochondrial (Homo sapiens), P07954. FH coupled MDH/diaphorase resazurin fluorescence, 15 min. Potency, µM (doses to about 79.9 µM), for inactives: top-dose activity change, negative = inhibition, most hits filed as inhibitors. 54,000 compounds, 0.22% hits. AID 1347055, 2019; note: potency is the fitted concentration of half-maximal effect; % is set by controls: 0 for no effect and ±100 for the full control effect; the screen sought activators but most active calls are inhibition curves; nearly all actives have a fitted effect of over 45% in size
p53null 32C kill: p53 null cell cytotoxicity, permissive temperature. H1299-neo p53 null cells, ATP luminescence, 24 h, 32C. Potency, µM (top dose mostly 46.1 µM), inactives show at the highest dose activity change, negative = cytotoxicity, usual class: cytotoxic. 55,000 compounds, 0.62% hits;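 note: potency is the fitted concentration of half-maximal effect; 0% = DMSO only and -100% = full killing by 100 µM tamoxifen; nearly all actives have a fitted effect of over 55% in size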
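AC50 values derive from Hill modelling of qHTS concentration-response data (up to 46 uM) in H1299-neo cells. Cells were treated 24 h at 32C following overnight attachment at 37C; viability was read as cellular ATP.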
PTAP-TSG101 blk: TSG101-PTAP interaction inhibition, HIV-1 budding. Q99816. Fluorescence polarization, FITC-PTAP peptide/Tsg101, 20 min. Potency, µM (top dose mostly 115 µM), inactives show top-dose activity change, negative = inhibition, hits mostly inhibitors. 44,000 tested, under 10 active; note: potency is the fitted concentration of half-maximal effect; 0% is about no effect
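Compounds pinned into 10 uM Tsg101 binding domain, then 50 nM FITC-PTAP peptide added in pH 7.5 HEPES buffer; FP read after 20 min, room temperature. Total S+P intensity flags fluorescent compounds; active cut-off <25 µM, efficacy <60%.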
GALK inh: inhibits human galactokinase; recombinant GALK, Kinase-Glo ATP luminescence, 1 h; Potency, µM (doses to about 57.5 µM), without a hit: at the top dose activity, negative = inhibition, actives largely listed as inhibitors; 44,000 tested, under 10 active; AID 1347072;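 note: plate controls were full GALK reaction for no effect and reaction lacking GALK for full effect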
Target sequence (P51570 whole entry, looked up): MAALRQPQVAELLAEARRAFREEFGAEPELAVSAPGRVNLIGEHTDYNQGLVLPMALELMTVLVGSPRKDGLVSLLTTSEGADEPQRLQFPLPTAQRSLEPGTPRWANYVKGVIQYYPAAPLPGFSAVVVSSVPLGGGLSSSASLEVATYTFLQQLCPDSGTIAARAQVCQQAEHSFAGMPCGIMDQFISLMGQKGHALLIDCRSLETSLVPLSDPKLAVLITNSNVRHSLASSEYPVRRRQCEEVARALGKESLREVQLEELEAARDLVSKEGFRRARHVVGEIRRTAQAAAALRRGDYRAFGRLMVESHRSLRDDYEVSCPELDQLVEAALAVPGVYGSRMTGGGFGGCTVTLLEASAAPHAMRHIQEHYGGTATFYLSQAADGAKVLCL
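Luminescent ATP-depletion readout (Kinase-Glo Plus) after 1 h room-temperature incubation of human GALK (5 nM) with galactose 100 µM and ATP 35 µM, pH 8.0 HEPES/Mg2+ buffer; compounds tested in qHTS format.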
NTMT1 inh: blocks human N-terminal methyltransferase 1 activity | Potency, µM (top dose mostly 114 µM), for the others: at the top dose activity change, negative = inhibition, actives largely listed as inhibitors | AID 1645870 | NTMT1 MTase-Glo SAH luminescence, purified enzyme | Q9BV86 | 59,000 compounds, 2.5% hits;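 note: potency is the fitted concentration of half-maximal effect; plate controls were DMSO vehicle for no effect and no enzyme for full effect; nearly all actives have a fitted effect of over 65% in size; many of its hits are not listed in these tables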
Target sequence (Q9BV86 whole entry, looked up): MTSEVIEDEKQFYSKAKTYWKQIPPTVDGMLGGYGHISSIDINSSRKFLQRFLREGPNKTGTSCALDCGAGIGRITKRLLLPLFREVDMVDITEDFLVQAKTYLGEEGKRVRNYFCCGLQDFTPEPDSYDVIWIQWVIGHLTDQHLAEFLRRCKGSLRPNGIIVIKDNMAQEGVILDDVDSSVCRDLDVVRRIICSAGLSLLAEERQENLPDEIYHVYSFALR
p53null 39C tox: kills p53 null cells at the nonpermissive temperature | 55,000 compounds, 0.97% hits | Potency, µM (highest dose often 46.1 µM), for the others: at the highest dose activity, negative = cell killing, hits mostly cytotoxic | H1299 p53-null (neo) cells, 39C, ATPlite viability, 24 h;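 note: potency is the fitted concentration of half-maximal effect; 0% = DMSO only and -100% = full killing by 100 µM tamoxifen; nearly all actives have a fitted effect of over 50% in size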
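Cells seeded at 600/well, 37C overnight. Compound added (up to 46 uM), plates shifted to 39C for 24 hr. ATPlite added, luminescence read after 20 min at room temperature.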
B2AR arrestin ag: beta-arrestin recruitment by human beta2-adrenergic receptor ligands | P07550 | HTLA Tango cells, beta-arrestin recruitment, luciferase luminescence, 18 h | Potency, µM (titrated, usually from 46.1 µM), for inactives: at the highest dose activation, hits mostly activators | 44,000 tested, under 10 active | AID 1347077;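 note: potency is the fitted concentration of half-maximal effect; 0% = DMSO and full agonism = EC100 isoproterenol or metaproterenol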
Target sequence (P07550 whole entry, looked up): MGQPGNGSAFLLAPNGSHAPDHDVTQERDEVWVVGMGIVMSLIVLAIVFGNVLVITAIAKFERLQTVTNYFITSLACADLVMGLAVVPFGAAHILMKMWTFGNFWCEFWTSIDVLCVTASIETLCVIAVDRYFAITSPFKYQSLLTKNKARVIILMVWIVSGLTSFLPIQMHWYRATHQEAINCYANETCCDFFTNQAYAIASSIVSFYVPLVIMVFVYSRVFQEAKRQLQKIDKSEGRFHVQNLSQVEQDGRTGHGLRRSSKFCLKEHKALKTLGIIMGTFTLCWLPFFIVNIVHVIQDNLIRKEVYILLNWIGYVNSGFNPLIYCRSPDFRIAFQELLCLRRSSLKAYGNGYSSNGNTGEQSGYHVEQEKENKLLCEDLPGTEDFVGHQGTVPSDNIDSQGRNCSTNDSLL
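First, Tango cells carrying beta2-AR and beta-arrestin fusions received compound up to 46 microM. After 18 hr at 37 degrees C, luciferase substrate was added for 15 minutes, then luminescence gave %Activity for curve fitting.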
Starred values were filed as active, the others as inactive; ? = inconclusive; · = no result given; [ ] = dose if it differs, or a comment. Calls come from the whole dose curve; as a rule, active = well fitted curve in the direction sought with a large enough effect; inconclusive = small, poorly fitted or top-dose-only effect, or another doubt; inactive = no such curve, though single readings can be large; an effect the other way counts as inactive or inconclusive. These rows are one share of the data; count on the stated rates, not on these rows.

SMILES	FH mod	p53null 32C kill	PTAP-TSG101 blk	GALK inh	NTMT1 inh	p53null 39C tox	B2AR arrestin ag
Cc1ccc(CN2CCc3nc(Nc4ccc5c(c4)OCCO5)ncc3C2)cc1	-18%	6%	-7%	2%	3%	2%	0%
COc1ccc(-c2noc(CN(C(=O)COc3cc(C)c(Br)c(C)c3)C(C)C)n2)cc1	-29%	2%	-4%	8%	2%	31%[activator]	1%
COc1cc(OC)cc(-c2nc3nc(C)c(CCC(=O)Nc4ccc(F)cc4F)c(C)n3n2)c1	-13%	7%	-11%	0%	89µM*	1%	1%
O=C(Cn1cc(S(=O)(=O)c2ccccc2)c(=O)c2cc3c(cc21)OCO3)Nc1ccccc1	-25%	13%	0%	0%	-2%	-1%	0%
Cc1c(Cl)cccc1NC(=O)c1ccc2snnc2c1	7%	-2%	0%	-2%	16%	-24%	-4%
Cc1ccc(OCC(=O)NCC2(N3CCN(C)CC3)CCCCC2)cc1	-20%	-3%	-1%	2%	13%	-11%	-3%
COc1ccc(S(=O)(=O)NCCc2csc(-c3ccc(F)cc3)n2)cc1F	-17%	?	2%	-4%	-5%	8%	0%
CCn1c(=O)cc(OCC(=O)Nc2cc(Cl)c(OC)cc2OC)c2ccccc21	4%	-2%	-1%	?	2%	-4%	1%
O=C(Nc1nc2n(n1)C(c1ccc(F)cc1)C=C(c1ccccc1)N2)c1cccc([N+](=O)[O-])c1 (centres undefined)	-3%	5%	-2%	3%	5%	-6%	-2%
O=C(CSc1nc2c([nH]c3ccccc32)c(=O)n1-c1ccccc1)N1CCCc2ccccc21	4%	-1%	-2%	2%	11%	0%	1%
Cc1ccc(C)c(OCCn2cc(C(=O)c3ccco3)c3ccccc32)c1	?	13%	-1%	0%	-1%	-19%	0%
CN(c1ccccc1)c1ncnc2c1cnn2C	-18%	3%	-4%	-1%	-7%	20%	2%
O=C(c1ccc2c(c1)N(Cc1ccccc1F)C(=O)c1ccccc1S2(=O)=O)N1CCCC1	-7%	-1%	-2%	9%	?	-23%	-1%
COc1cccc(NC(=O)Nc2cccc(-c3cn4cccnc4n3)c2)c1	-11%	?	-2%	9%	-2%	?	1%
Cc1nc2sccn2c(=O)c1S(=O)(=O)N1CCN(c2ccc(F)cc2)CC1	-10%	-2%	-1%	4%	-1%	-17%	0%
Cc1ccc(Nc2nc(C(N)=O)c(NC(=O)c3ccccc3Br)s2)cc1	-7%	-12%	2%	-1%	?	11%	0%
CCN(CCCNC(=O)Cn1ncc2c([nH]c3ccc(C)cc32)c1=O)c1ccccc1	9%	6%	-1%	2%	16%	-6%	0%
Cc1ccc(OCC(=O)Nc2ccc3c(c2)sc(=O)n3C)cc1	-6%	8%	1%	1%	4%	?	1%
CCc1ccc(-c2cn3c(n2)sc2cc(C(=O)NCCC4=CCCCC4)ccc23)cc1	0%	-1%	0%	1%	18%	-23%	0%
CCc1cccc(NC(=O)C2CCC(CNS(=O)(=O)c3ccc(Br)s3)CC2)c1 (centres undefined)	-16%	4%	2%	2%	-6%	?	1%
CC(C)Cc1nn2c(=O)cc(COC(=O)c3cccc(NS(C)(=O)=O)c3)nc2s1	-18%	-7%	-9%	-2%	9%	7%	0%
Cc1cc(C)cc(N2CC(c3nc(-c4cccc(Cl)c4)no3)CC2=O)c1 (centres undefined)	?	0%	3%	-3%	-3%	9%	0%
O=C(CCS(=O)(=O)c1cc2c(cc1Cl)NC(=O)CO2)NCCc1ccccc1	0%	12%	0%	-1%	10%	19%	0%
CCN1CCN(c2cc(C)c3cc(NC(=O)/C=C/c4cccc(Cl)c4)ccc3n2)CC1	?	?	0%	0%	-4%	16µM*	0%
O=c1c2cnn(-c3ccc(Cl)cc3)c2ncn1Cc1ccc(Cl)cc1Cl	5%	-3%	-4%	-1%	-4%	-11%	?
Fc1ccccc1N1CCN(c2ncnc3c2nc2n3CCCCC2)CC1	-4%	-6%	-4%	1%	-10%	-4%	-1%
CCS(=O)(=O)N1CCc2cc(C(=O)Nc3ccc(Br)cc3F)ccc21	-6%	-9%	-4%	0%	89µM*	-6%	-3%
O=C(CSc1c2c(nc3cc(Cl)ccc13)CCCC2)N1CCN(c2ccccc2)CC1	-35%	?	2%	6%	-12%	101%[activator]	1%
CCOC(=O)c1ccc(NC(=O)C2CC(=O)NC(=Nc3ccc(C)c(C)c3)S2)cc1 (centres undefined)	1%	-12%	-3%	0%	-14%	8%	-2%
CCOc1ccc(C(=O)N2CC(=O)Nc3ccc(F)cc3C2c2ccc(F)cc2)cc1 (centres undefined)	-18%	20%	-6%	7%	-8%	17%	-2%
CN1CCN(C(=O)c2ccc3c(c2)N(Cc2ccc(Cl)cc2)C(=O)c2ccccc2S3(=O)=O)CC1	-12%	-2%	-8%	0%	30%	8%	1%
O=c1c2cccnc2n(Cc2cccc(F)c2)c(=O)n1Cc1ccccc1Cl	-8%	-8%	2%	1%	-9%	-20%	0%
COc1cc(C2c3c(oc4ccc(C)cc4c3=O)C(=O)N2Cc2ccccc2)ccc1O (centres undefined)	-5%	-1%	-4%	1%	17%	8%	0%
Cc1ccc(NC(=O)Cc2c(C(=O)O)c(C)cn2C)cc1Cl	-1%	-7%	-2%	?	8%	7%	-1%
CCN(CC)S(=O)(=O)c1ccc2oc(C(=O)NCc3ccccc3OC)c(C)c2c1	-25%	3%	0%	7%	-1%	7%	1%
Cc1ccc(-c2nc3ccccn3c2Nc2c(C)cccc2C)o1	-28%	22%	-8%	-2%	-26%	31%[activator]	-1%
CC(C)CSc1ccccc1NC(=O)c1sc2nc(-c3ccncc3)ccc2c1N	-3%	-4%	0%	0%	8%	7%	0%
CC1CCN(CC2CCN(C(=O)Nc3ccc(Br)cc3F)CC2)CC1	0%	-8%	-6%	2%	2%	-1%	-1%
CCN(CC)C(=O)CSc1nc2ccsc2c(=O)n1Cc1ccccc1Cl	-4%	11%	-6%	-1%	4%	11%	-2%
CCn1c(CC2C(=O)N(C)c3ccc(Br)cc32)nc2ccccc2c1=O (centres undefined)	-22%	0%	-4%	8%	4%	?	-2%

Next section, starting with the last 6 of the part before.
SMILES	FH mod	p53null 32C kill	PTAP-TSG101 blk	GALK inh	NTMT1 inh	p53null 39C tox	B2AR arrestin ag
CCN(CC)S(=O)(=O)c1ccc2oc(C(=O)NCc3ccccc3OC)c(C)c2c1	-25%	3%	0%	7%	-1%	7%	1%
Cc1ccc(-c2nc3ccccn3c2Nc2c(C)cccc2C)o1	-28%	22%	-8%	-2%	-26%	31%[activator]	-1%
CC(C)CSc1ccccc1NC(=O)c1sc2nc(-c3ccncc3)ccc2c1N	-3%	-4%	0%	0%	8%	7%	0%
CC1CCN(CC2CCN(C(=O)Nc3ccc(Br)cc3F)CC2)CC1	0%	-8%	-6%	2%	2%	-1%	-1%
CCN(CC)C(=O)CSc1nc2ccsc2c(=O)n1Cc1ccccc1Cl	-4%	11%	-6%	-1%	4%	11%	-2%
CCn1c(CC2C(=O)N(C)c3ccc(Br)cc32)nc2ccccc2c1=O (centres undefined)	-22%	0%	-4%	8%	4%	?	-2%
COc1ccc(OC)c(NC(=O)CSc2ccc(-c3sc(C)nc3C)nn2)c1	-19%	-11%	-2%	-3%	-3%	8%	0%
Cc1cc(C)c(NC(=O)Cn2nc3c(cc2=O)CCCC3)c(C)c1	-14%	2%	3%	-2%	2%	11%	6%
Cc1nn(-c2ccccc2)c2c1cc1c(=O)[nH]c(=O)nc-1n2-c1cccc(C(F)(F)F)c1	-27%	23%	0%	0%	-6%	18%	-1%
CCc1ccccc1OCC(=O)Nc1ccc(S(=O)(=O)Nc2nc(C)cc(C)n2)cc1	-3%	3%	-3%	3%	?	-15%	0%
Cc1ccc(C(=O)c2oc3ccccc3c2NC(=O)COc2ccccc2C)cc1	-23%	2%	0%	1%	-3%	-16%	1%
Cc1ccc(OCCn2c(C3CC(=O)N(Cc4ccc(F)cc4)C3)nc3ccccc32)c(C)c1 (centres undefined)	?	4%	0%	1%	20%	4%	-3%
Cc1ccc(-n2c(=O)c3c4c(sc3n(CC(=O)Nc3ccccc3C)c2=O)CCCCC4)cc1C	1%	9%	1%	-1%	2%	-6%	1%
Cc1ccc(NC(=O)CN2CCN(c3ccccc3F)CC2)cc1F	7%	1%	-2%	-2%	1%	-1%	0%
Cc1cc(C)cc(C(=O)Nc2c3c(nn2-c2ccccc2C)CS(=O)(=O)C3)c1	-18%	0%	0%	-1%	-4%	5%	0%
CCOc1ccccc1CNC(=O)c1cnc2sc(N3CCC(C)CC3)nn2c1=O	·	-6%	-4%	4%	·	-7%	-1%
Cc1ccc(C)c(NC(=O)C(NS(=O)(=O)c2ccc3c(c2)CCC(=O)N3)c2ccccc2)c1 (centres undefined)	-20%	-7%	0%	7%	21%	-15%	1%
COc1ccc(-c2nc(SCC(=O)NCCc3ccccc3)n[nH]2)cc1	-6%	-12%	0%	-1%	-12%	?	1%
COc1cc(NC(=O)c2cc(S(=O)(=O)N3CCC(C)CC3)cn2C)cc(OC)c1OC	4%	-2%	-1%	-5%	5%	-5%	0%
COCCCN1C(=O)c2ccccc2CC1(C)C(=O)NC1CCCCC1 (centres undefined)	0%	-1%	-1%	7%	7%	-11%	0%
COC(=O)c1ccc(OCC2c3cc(OC)c(OC)cc3CCN2C(=O)COc2ccc(Cl)cc2)cc1 (centres undefined)	-17%	-6%	-9%	-1%	19%	0%	-1%
COc1cccc(CN2C(=O)c3ccccc3Sc3ccc(C(=O)N(C)Cc4ccccc4)cc32)c1	-24%	33%[activator]	2%	-2%	1%	14%	0%
COc1ccc(-c2nc3ccccc3s2)cc1NC(=O)c1cccc([N+](=O)[O-])c1C	0%	?	-1%	7%	?	?	1%
COc1cccc(-c2noc(COc3ccc(C(C)(C)C)cc3)n2)c1	-11%	-13%	-5%	7%	8%	-17%	0%
CCOc1ccc(N2CC(c3nc4ccccc4n3CCOc3ccc(CC)cc3)CC2=O)cc1 (centres undefined)	-2%	2%	-5%	8%	?	-10%	0%
CCOC(=O)c1cc(-c2ccccc2)n(CCCC(=O)Nc2ccc(C)c(C)c2)c1C	?	26%	3%	-1%	?	5%	1%
FC(F)(F)c1cc(-c2cccc(Br)c2)nc2ncnn12	-9%	-7%	-5%	2%	?	-7%	0%
CCc1nn2c(=O)cc(COC(=O)c3ccc(NC(=O)C4CCCCC4)cc3)nc2s1	-10%	-5%	-5%	-6%	11%	?	0%
COc1ccc(CNC(=O)c2cc3oc4ccccc4c3n2C)cc1OC	?	?	0%	6%	-1%	-14%	1%
COc1ccc(CCNc2nc3c(-c4cccc(C(F)(F)F)c4)nnn3c3ccccc23)cc1OC	-2%	-4%	-3%	9%	-5%	1%	0%
